# Source: PubChem (several laboratories)
# hcDAF12 agonist: activates DAF-12 receptor from parasite H. contortus; HEK293 hcDAF-12 lit1-tk-luc reporter, luminescence; 0% DMSO, 100% Δ7-dafachronic acid; activation, % at 6.8 µM; 370,000 compounds, 1.4% hits; AID 652067;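 active = activation above the mean of all tested compounds plus 3 SD, cut at about 5.5% in these data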;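 also: 100% = response to 3 µM Δ7-dafachronic acid high control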
# DAX1 inh-1: blocks DAX1 repression of SF-1 activated StAR promoter | HEK293T StAR-luciferase reporter, SF-1/DAX-1 repression relief | inhibition, % at 6.8 µM | 370,000 compounds, 1.1% hits | AID 652010;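 active = inhibition above the mean over all tested compounds plus 3 SD, cut at about 3.6% in these data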;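 also: 0% = DAX-1 cells with DMSO and 100% = cells lacking DAX-1 with DMSO; higher inhibition means more luminescence from relief of DAX-1 repression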
# MBD2 inh: MBD2-methylated oligo binding inhibition; 370,000 compounds, 0.31% hits; TR-FRET, MBD2 binding to methylated oligonucleotide; AID 686964; Q9UBB5; inhibition, % at 4.4 µM; in the data active = inhibition above about 13%
# Target sequence (Q9UBB5 whole entry, looked up): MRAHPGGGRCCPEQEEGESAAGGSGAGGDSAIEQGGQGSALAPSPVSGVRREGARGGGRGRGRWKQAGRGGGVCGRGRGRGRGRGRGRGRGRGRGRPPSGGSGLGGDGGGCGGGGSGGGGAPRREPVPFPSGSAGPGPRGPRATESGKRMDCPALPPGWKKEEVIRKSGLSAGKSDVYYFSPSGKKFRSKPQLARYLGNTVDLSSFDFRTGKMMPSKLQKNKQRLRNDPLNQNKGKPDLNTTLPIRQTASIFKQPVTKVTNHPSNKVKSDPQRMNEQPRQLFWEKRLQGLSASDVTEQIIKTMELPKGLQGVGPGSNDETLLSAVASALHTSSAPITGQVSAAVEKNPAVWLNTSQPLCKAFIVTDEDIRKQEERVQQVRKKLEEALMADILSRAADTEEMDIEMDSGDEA
# SMARCA2 act: activators of SMARCA2 function | MG213 cells, MMTV-luciferase reporter, dexamethasone, overnight | activation, % at 9.1 µM | AID 652017 | 370,000 compounds, 1% hits; in the data active = activation above about 7.8%;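 also: 0% = vehicle wells and 100% = reference activator wells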
# ssDAF12 agonist: activates DAF-12 receptor from parasite S. stercoralis. HEK293 ssDAF-12/GRIP1 lit1-tk-luc reporter, luminescence; % of 3 µM dafachronic acid response. activation, % at 6.8 µM. 370,000 compounds, 1% hits. AID 652126;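 active = activation above the mean over all tested compounds plus 3 SD, cut at about 0.9% in these data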;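 also: 0% = DMSO-only wells and 100% = 3 µM delta7-dafachronic acid wells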
# ADAM17 inh: inhibitors of human ADAM17. P78536. recombinant ADAM17, EDANS/DABCYL FRET peptide cleavage. inhibition, % at 6.95 µM. 370,000 compounds, 0.83% hits;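 active = inhibition above the mean of compounds lying between control limits plus 3 SD, set per campaign, cut at about 8.5% in these data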;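 also: 0% = DMSO-only wells as the low control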
# Rev-erbA mod: Rev-erb alpha (human) modulation | P20393 | Rev-erbα–FITC-DNA binding, fluorescence polarization, 90 min | activity, % at 10 µM | 370,000 compounds, 0.79% hits | AID 1259318;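 active = activity above about 14%, limit read from the data; passing the limit was not always enough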;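 also: 0% = DMSO wells with 35 nM protein and 100% = DMSO wells with 750 nM protein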
# Target sequence (P20393 whole entry, looked up): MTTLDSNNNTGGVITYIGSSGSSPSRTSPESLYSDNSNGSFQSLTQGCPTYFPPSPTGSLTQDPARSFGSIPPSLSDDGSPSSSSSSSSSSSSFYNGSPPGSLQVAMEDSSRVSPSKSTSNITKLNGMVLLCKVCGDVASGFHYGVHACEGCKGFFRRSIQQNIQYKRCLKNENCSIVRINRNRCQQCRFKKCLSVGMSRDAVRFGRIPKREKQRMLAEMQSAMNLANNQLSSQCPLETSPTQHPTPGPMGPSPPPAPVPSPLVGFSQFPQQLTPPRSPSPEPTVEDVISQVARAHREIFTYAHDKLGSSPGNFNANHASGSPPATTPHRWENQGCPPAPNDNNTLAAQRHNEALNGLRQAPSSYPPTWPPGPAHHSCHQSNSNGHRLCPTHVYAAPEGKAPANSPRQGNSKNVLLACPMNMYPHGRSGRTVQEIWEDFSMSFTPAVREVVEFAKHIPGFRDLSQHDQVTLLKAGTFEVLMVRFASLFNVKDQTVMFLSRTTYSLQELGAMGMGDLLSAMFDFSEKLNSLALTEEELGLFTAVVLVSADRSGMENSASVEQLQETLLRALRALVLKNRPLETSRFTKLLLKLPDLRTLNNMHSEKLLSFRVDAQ
# PLCg1 inh: blocks human PLC-gamma1 enzyme activity | P19174 | inhibition, % at 12.2 µM | purified PLC-gamma1, fluorogenic substrate, fluorescence | AID 720700 | 370,000 compounds, 0.84% hits; in the data active = inhibition above about 9.5%
# hgDAF12 agonist: activates the H. glycines DAF-12 receptor ligand-binding domain. HEK293 GAL4-hgDAF12 UAS-luciferase reporter, agonist luminescence; normalized to butyrate control. activation, % at 6.8 µM. 370,000 compounds, 1.8% hits;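 active = activation above a cutoff set at the mean of all screened compounds plus 3 SD, cut at about 10% in these data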;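 also: 0% = DMSO wells and 100% = sodium butyrate wells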
# PLCb3 inh: blocks human PLC-beta3 enzyme activity; Purified PLC-beta3, fluorogenic substrate, fluorescence; inhibition, % at 12.2 µM; AID 720704; 370,000 compounds, 0.18% hits; Q01970; in the data active = inhibition above about 11%;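 also: 0% = median of compound wells on plate and 100% = full blocker control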
# DAX1 inh-2: inhibits human nuclear receptor DAX1; HEK293 Gal4-DAX1 luciferase reporter, luminescence; AID 504766; 340,000 compounds, 0.99% hits; inhibition, % at 6.75 µM; P51843;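 active = inhibition above the mean over all tested compounds plus 3 SD, cut at about 4.2% in these data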;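 also: 0% = DAX1-transfected cells with DMSO and 100% = empty-vector control cells with DMSO; inhibition shows as a rise in luminescence from relieved DAX1 repression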
# * = called active by the depositor; . = no result given.
SMILES,hcDAF12 agonist,DAX1 inh-1,MBD2 inh,SMARCA2 act,ssDAF12 agonist,ADAM17 inh,Rev-erbA mod,PLCg1 inh,hgDAF12 agonist,PLCb3 inh,DAX1 inh-2
Cc1ccc(C2=NOC(C)(c3nnc(Cc4ccccc4)o3)C2)cc1 (stereo not drawn),-0.2,0.5,2,3,-1.0,2,-2,3,-0.9,5,1.5
O=C(CCn1nc(-c2ccccc2)ccc1=O)N1CCCC1,-1.4,0.9,2,1,-0.7,3,0,2,-1.4,-1,1.0
COC(=O)c1ccc(NC(=O)CNS(=O)(=O)c2cccs2)cc1,0.3,-0.1,-8,2,-1.6,-1,-3,0,2.2,-1,-0.3
COc1ccc(S(=O)(=O)CC2(O)CCN(C(=O)CC(C)C)CC2)cc1,-1.3,0.1,2,2,-1.8,-2,-4,-2,1.1,-5,0.6
Cc1ccc(NC(=O)CCS(=O)(=O)c2ccc(Br)s2)cc1,-1.4,0.0,6,-1,-1.3,0,-1,6,-1.3,-7,-1.8
CC(C)N(Cc1nc(-c2ccccc2)no1)C(=O)CN(C)S(=O)(=O)c1ccccc1,-0.3,0.1,10,1,-1.1,-3,1,9.6*,0.3,6,0.8
C/C(CC(C)(C)C1CCCCC1)=N\NC(N)=S,-2.7,-2.0,-2,-5,-2.5,-2,3,4,-1.6,-2,-2.6
Cn1c(O)c(C(C#N)=C2N=c3ccccc3=N2)c2ccccc21,4.2,-0.7,3,0,0.4,-2,-5,2,1.6,1,0.0
CC(OC(=O)c1ccc(Br)o1)C(=O)Nc1ccc2c(c1)OCCO2 (stereo not drawn),-1.3,-1.7,0,-4,-1.4,-1,-1,-3,1.9,-10,0.5
Cc1ccc(S(=O)(=O)N2CCOCC2)cc1NC(=O)CSc1nnnn1C1CC1,-0.6,-0.8,2,1,-1.1,-1,-5,1,-1.0,0,2.2
O=C(NN1C(=O)C2C3CCC(O3)C2C1=O)c1ccc(Br)o1 (stereo not drawn),1.0,0.0,4,-2,-1.4,-4,-1,1,3.9,2,0.1
COC(=O)[C@]12CCCCC=C1N(Cc1ccc(OC)cc1)C(=O)[C@@H]2CC(=O)NCC12CC3CC(CC(C3)C1)C2,-2.0,0.2,-1,-1,-1.3,5,1,6,1.6,5,.

# No new results follow: an excerpt of the list.
SMILES,hcDAF12 agonist,DAX1 inh-1,MBD2 inh,SMARCA2 act,ssDAF12 agonist,ADAM17 inh,Rev-erbA mod,PLCg1 inh,hgDAF12 agonist,PLCb3 inh,DAX1 inh-2
CC(OC(=O)c1ccc(Br)o1)C(=O)Nc1ccc2c(c1)OCCO2 (stereo not drawn),-1.3,-1.7,0,-4,-1.4,-1,-1,-3,1.9,-10,0.5
Cc1ccc(S(=O)(=O)N2CCOCC2)cc1NC(=O)CSc1nnnn1C1CC1,-0.6,-0.8,2,1,-1.1,-1,-5,1,-1.0,0,2.2
O=C(NN1C(=O)C2C3CCC(O3)C2C1=O)c1ccc(Br)o1 (stereo not drawn),1.0,0.0,4,-2,-1.4,-4,-1,1,3.9,2,0.1
COC(=O)[C@]12CCCCC=C1N(Cc1ccc(OC)cc1)C(=O)[C@@H]2CC(=O)NCC12CC3CC(CC(C3)C1)C2,-2.0,0.2,-1,-1,-1.3,5,1,6,1.6,5,.

# Continued:
SMILES,hcDAF12 agonist,DAX1 inh-1,MBD2 inh,SMARCA2 act,ssDAF12 agonist,ADAM17 inh,Rev-erbA mod,PLCg1 inh,hgDAF12 agonist,PLCb3 inh,DAX1 inh-2
CCSc1nnc(-c2ccncc2)o1,-0.7,0.2,2,2,-1.2,1,0,0,0.1,0,1.4
CC1=NNC(=O)/C1=C\c1cn(-c2ccccc2)nc1-c1ccccc1,-1.5,-0.2,-7,-10,-2.1,16*,-1,10*,-5.0,3,-0.2
O=C(NC(=S)NNC(=O)c1ccccc1O)c1cccs1,-0.3,-0.4,4,-1,-0.4,2,0,-3,3.0,-7,-1.1
COc1cc(/C=N/NC(=O)CCN2CCN(C(c3ccccc3)c3ccccc3)CC2)ccc1O,-2.0,-0.5,-1,-2,-1.2,-3,-1,4,-1.4,-1,3.5
COc1cc(OC)cc(-c2noc(-c3csc([C@@H]4O[C@H](CO)[C@H](O)[C@H](O)[C@H]4O)n3)n2)c1,-0.4,0.8,-6,-3,-1.3,1,6,-3,2.1,3,.
CCN1C(=O)[C@H]2[C@@H](c3ccc(-c4ccc(C(C)=O)cc4)cc3)N[C@@](Cc3ccccc3)(C(=O)OC)[C@H]2C1=O,-1.2,-0.2,4,0,-1.5,-1,14,4,0.9,-1,0.6
O=C1CCc2cc(NS(=O)(=O)c3ccc(F)cc3)cc3c2N1CCC3,0.4,-0.4,4,-3,-1.1,-4,3,-3,-2.8,-13,-0.6
N#C/C(=C\N1CCN(Cc2ccc3c(c2)OCO3)CC1)c1nc2ccccc2s1,-0.6,-1.0,1,-2,-1.5,5,-2,-5,-0.9,-17,-2.0
COc1cc(C(=O)Nc2ccncc2)c([N+](=O)[O-])cc1OC,-1.1,-0.1,1,-1,-1.3,2,2,2,-4.0,-2,-0.2
CC(=O)N/N=C\c1ccccc1OC/C=C/c1ccccc1,-0.5,2.4,-6,-3,-0.9,-6,-3,0,4.6,-6,1.0
CCOc1cc(Br)c(CC(=O)O)cc1OCC,-2.1,-0.4,-4,-2,-0.7,2,-1,3,-1.1,-4,0.9
COc1ccc(N2CCN(C(=O)c3cc(=O)[nH]c4ccccc34)CC2)cc1,0.0,-0.6,-2,-3,-1.1,-1,0,0,-0.5,-2,-0.9
S=C(NCc1ccco1)Nc1cc(Cl)c(Cl)cc1Cl,-1.1,-0.6,2,-4,-1.6,4,0,1,-2.6,2,-1.5
CN(C)c1cccc(/C=C2\CC3(OC(=O)c4ccco4)CCCN2C3)c1 (stereo not drawn),-1.2,-1.1,3,-3,-1.6,-4,1,0,-0.1,-2,.
CCN(CC)C(=O)C1CCN(Cc2cccc(OCc3ccccc3)c2)CC1,-0.9,-0.3,2,-4,-1.2,-3,-5,4,-0.2,2,1.4
CC(C)Cc1nnc(NC(=O)c2ccc(N3CCCC3=O)cc2)s1,-1.6,0.4,-5,-1,-0.4,-4,2,-15,-0.7,-18,0.0
Cc1ccc(-n2cnc3c(=O)[nH]cnc32)cc1,0.3,0.5,4,0,-1.4,-3,-1,5,-2.9,4,1.7
COc1ccccc1C/C(N)=N/OC(=O)COc1cc(C)cc(C)c1C,-0.1,0.1,1,4,-0.5,1,5,0,-2.4,2,-1.1
O=C(c1ccc(CS(=O)c2cccc(Cl)c2)o1)N1CCN(c2ccccn2)CC1 (stereo not drawn),-1.5,-0.1,-2,-4,-1.5,6,2,-7,-0.4,-3,0.7
Cc1ccc(C)c(S(=O)(=O)N2CCCOC2CNC(=O)C(=O)NC2CCCC2)c1 (stereo not drawn),-1.7,0.1,0,1,-1.2,-3,-1,-3,1.9,-2,0.0
Cc1ccnn1CCC(=O)N1CCCC(Nc2ccc(C(C)C)cc2)C1 (stereo not drawn),-0.1,-3.1,0,-2,-1.4,1,1,0,-3.8,1,-1.5
O=C(CN1C(=O)COc2ccccc21)NCc1ccc(C(=O)O)cc1,0.1,-0.6,-5,0,-1.1,0,-1,4,-1.7,4,-0.4
C=CCNc1ncnc2c1cnn2-c1ccc(OC)cc1,6.6*,4.3*,4,5,0.9*,-8,-1,-13,14*,-17,3.6
COC(=O)[C@@]1(Cc2ccc(F)cc2)[C@H]2c3cc(C(=O)N(C)C)n(C[C@H](O)CO)c3C[C@H]2CN1C(=O)c1ccccc1,0.3,-0.6,-4,1,-1.1,3,1,-2,-2.3,0,-0.7
CCN1C(=O)N(C(C)=O)[C@@H]2C[C@H](C(=O)N3CCCC3)[C@H](C)[C@H](c3ccccc3)C[C@@H]21,-1.6,-0.6,2,-4,0.7,-1,-7,1,-0.2,0,.
O=C(NCc1ccncc1)C(=O)N/N=C/c1ccc(OCc2ccccc2)cc1,-1.3,-1.1,4,-2,-1.2,-6,3,-2,-1.1,-7,1.9
NC(=O)C1(N2CCCCC2)CCN(C2CC(=O)N(Cc3cccs3)C2=O)CC1 (stereo not drawn),-0.2,0.6,-1,0,-0.7,-2,2,1,-1.9,1,1.6
CCc1ccc(C(N)=S)cc1,1.1,-0.7,-2,-4,-0.1,7,-3,4,3.2,-3,-0.7
CC(C)C[C@@H](CN1C(N)=NC[C@@H]1C)NC(=O)CC12CC3CC(CC(C3)C1)C2,1.0,0.4,4,-1,-0.6,-4,-2,0,0.4,0,1.9
COc1ccc(CCNC(=O)CSCc2ccc(Br)cc2)cc1OC,-3.0,-0.4,-3,-2,-1.8,-2,1,1,-0.5,-2,-1.4
CCCN1C(=O)c2[nH]nc(-c3cc(Cl)c(C)cc3O)c2C1c1ccc(O)c(OC)c1 (stereo not drawn),-2.1,-0.4,-3,-3,-1.6,12*,-3,-18,-4.6,-25,-0.1
O=C(CN1C(=O)C(=O)N(C2CCCC2)C1=O)NCCc1ccc(F)cc1,-0.3,-0.9,5,-1,-1.2,-6,0,-9,-0.4,-1,-1.1
COc1ccc(C(O)c2ncc(-c3ccccc3C)[nH]2)cc1 (stereo not drawn),0.9,0.5,-4,-1,-1.3,-3,1,0,1.7,2,.
CC(C)(C)C(=O)CCN1C(=O)C2(OCCO2)c2ccccc21,2.2,0.7,0,-1,-0.6,-5,0,-2,-0.5,0,0.6
O=C(N/N=C/c1cc([N+](=O)[O-])ccc1O)C1CCCCC1,-2.4,0.2,-2,-2,-1.5,-1,6,-2,0.2,-1,-0.5
OCCNC(=S)Nc1cc(Cl)cc(Cl)c1,-0.4,1.0,0,0,-1.4,1,2,-8,-0.1,-20,1.1
Nc1cc(C(=O)OCC(=O)N2CCN(C(=O)COC(=O)c3ccc(Cl)c(N)c3)CC2)ccc1Cl,0.7,0.7,3,-1,-0.5,-1,1,-3,-0.4,-1,0.5
COc1ccc(CC(=O)Nc2cccc3c2CCCC3)cc1,0.0,0.7,0,4,-0.8,-3,1,3,-0.7,-2,-0.9
c1ccc(OCC2CCNCC2)nc1,-1.9,-0.5,-1,-1,-1.4,0,0,3,-0.1,-2,0.1
COc1ccc(Cn2c(=O)oc3ccc(C)cc32)cc1,-2.5,-0.8,8,0,-0.9,-2,1,-1,1.6,-8,0.5
Cc1nnc(CN(C)C(=O)CC2C(=O)NCCN2Cc2ccccc2C)o1 (stereo not drawn),1.4,0.9,-6,-1,-1.6,0,2,-6,1.9,-16,-0.3
Cc1ccc2cc(CN(CCCO)S(=O)(=O)c3ccccc3F)c(=O)[nH]c2c1C,-3.0,0.2,2,-1,-0.9,-15,2,-4,0.0,-7,0.2
CC12CCC(=O)N1C(C(=O)Nc1cc(C(F)(F)F)ccc1N1CCOCC1)CS2 (stereo not drawn),-2.4,-1.4,-2,-1,-0.8,-23,-4,6,0.0,-7,-0.5
N#Cc1ccccc1NC(=O)CSc1nccn1CCc1ccccc1,0.5,1.4,-1,1,-1.4,-2,-4,0,3.3,-1,0.6
O=C(NCc1ccncc1)C1Cc2c(-c3ccccc3Oc3ccccc3)ccnc2O1 (stereo not drawn),-3.4,-0.2,-1,-8,-1.8,-2,0,4,-7.3,-4,.
CC(C)CCN1CCN(C2CSCCSC2)CC1CCO (stereo not drawn),0.2,0.3,-6,7,-0.6,0,-2,3,0.4,-1,3.9
